# RBBP9 inh: human RBBP9 inhibitors, primary screen, biochemical, fluorescence polarization, FP-Rh probe, HTS | Serine hydrolase RBBP9 (Homo sapiens), O75884 | recombinant RBBP9 | inhibition, % at 7.94 µM | hit rate 0.2% among 220,000;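 active = inhibition above the campaign mean of all tested compounds plus 3 SD, cut at about 14% in these data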;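 also: plate controls were DMSO wells with RBBP9 for no effect and wells lacking RBBP9 protein for full effect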
#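 Controls: DMSO-treated enzyme wells and wells lacking RBBP9 | Material: RBBP9 protein | Technique: Fluorescence polarization | Replication: Single well per compound, no replicates | Buffer or medium: Tris-NaCl-Pluronic buffer, pH 8.0 | Timing: 30 min compound preincubation, 45 min probe labeling, 25 °C | Read-out basis: Percent inhibition from mP, scaled between DMSO and no-protein wells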
# NPY Y1 blocker: NPY-Y1 receptor antagonists, primary screen, cell-based; hit rate 1% among 200,000; AID 1040, 2008; inhibition, % at 3.6 µM; Neuropeptide Y receptor type 1 (Homo sapiens), P25929; HEK293-CNG Y1 cells, membrane potential fluorescence; NPY at EC95, then isoproterenol;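 active = inhibition above the campaign mean inhibition of all tested compounds plus 3 SD, cut at about 20% in these data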;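 also: 0% = DMSO wells given NPY plus isoproterenol and 100% = isoproterenol alone without NPY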
#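 Assay system: HEK293 cells with Y1 receptor plus CNG channel | Probe or stimulus: NPY (25 nM), isoproterenol (1 µM), Ro 20-1724 (25 µM) | Timing: Compound incubation 1 h at room temperature, readout 45 min post-stimulation | Measured by: Membrane-potential fluorescent dye readout | Benchmarks: High control isoproterenol alone, low control NPY with isoproterenol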
# Runt-CBFb FRET: inhibitors of RUNX1 Runt–CBFb binding, primary screen, biochemical, FRET, Cerulean-Runt, Venus-CBFb, uHTS; Cerulean-Runt/Venus-CBFb FRET ratio 530/480, 1 h; inhibition, % at 20 µM; hit rate 0.46% among 220,000; AID 1496, 2009;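 active = inhibition over about 50% at 20 µM in the single-dose screen, limit read from the data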;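 also: 0% = DMSO wells and 100% = excess unlabeled CBFb competitor control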
# Target sequence (Q01196 whole entry, looked up): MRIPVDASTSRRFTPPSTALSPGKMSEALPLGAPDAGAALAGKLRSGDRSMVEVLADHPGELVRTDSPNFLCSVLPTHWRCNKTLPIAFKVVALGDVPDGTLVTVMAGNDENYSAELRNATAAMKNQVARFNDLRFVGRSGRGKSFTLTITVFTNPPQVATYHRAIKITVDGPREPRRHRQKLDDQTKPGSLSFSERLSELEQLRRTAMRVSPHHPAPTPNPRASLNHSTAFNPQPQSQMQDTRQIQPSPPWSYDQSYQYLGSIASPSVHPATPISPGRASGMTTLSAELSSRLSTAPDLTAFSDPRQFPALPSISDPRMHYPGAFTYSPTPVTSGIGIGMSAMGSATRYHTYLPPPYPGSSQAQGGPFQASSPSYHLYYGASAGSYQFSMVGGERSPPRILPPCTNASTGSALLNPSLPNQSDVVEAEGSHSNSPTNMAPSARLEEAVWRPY
# Target sequence (Q13951 whole entry, looked up): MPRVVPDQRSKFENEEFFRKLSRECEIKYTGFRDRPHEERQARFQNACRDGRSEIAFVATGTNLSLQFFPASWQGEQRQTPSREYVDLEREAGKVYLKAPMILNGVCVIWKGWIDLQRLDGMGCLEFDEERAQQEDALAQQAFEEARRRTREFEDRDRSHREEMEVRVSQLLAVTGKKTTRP
#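 Assay system: Cerulean-Runt domain / Medium: Tris 50 mM pH 7.5, KCl, K2SO4, 0.01% BSA / Timing: protein complex preformed 1 h, compound exposure 1 h, room temperature, dark / Measured by: FRET, excitation 422 nm, emission at 530 and 480 nm / Evaluation: loss of energy transfer signal / Control set: 5 µM unlabeled CBFb as full-inhibition high control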
# S1P4 ag: S1P4 receptor agonists, primary screen, cell-based. Sphingosine 1-phosphate receptor 4 (Homo sapiens), O95977. S1P4-expressing cell line, agonist reporter assay. activation, % at 4.98 µM. hit rate 0.35% among 220,000. AID 1509, 2009; in the data active = activation above about 11%;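 also: 0% = DMSO vehicle and 100% = reference agonist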
# S1P4 antag: S1P4 receptor antagonists, primary screen, cell-based | S1P4-expressing cells, antagonist mode, reporter read-out | inhibition, % at 4.98 µM | hit rate 0.26% among 220,000 | Sphingosine 1-phosphate receptor 4 (Homo sapiens), O95977 | AID 1510, 2009; in the data active = inhibition above about 29%;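 also: 0% = wells stimulated with agonist and 100% = vehicle wells without agonist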
# NPY-Y2 PAM-ag: NPY-Y2 potentiators or agonists, primary screen, cell-based. AID 1359, 2008. activation, % at 3.6 µM. Neuropeptide Y receptor type 2 (Homo sapiens), P49146. cells expressing NPY-Y2, potentiator/agonist read-out. hit rate 0.45% among 220,000; in the data active = activation above about 27%;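 also: cells stimulated with NPY near EC25 plus isoproterenol at EC100; 0% = vehicle plus submaximal agonist and 100% = vehicle plus saturating agonist; some results beyond the cut were filed as inactive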
# Target sequence (P49146 whole entry, looked up): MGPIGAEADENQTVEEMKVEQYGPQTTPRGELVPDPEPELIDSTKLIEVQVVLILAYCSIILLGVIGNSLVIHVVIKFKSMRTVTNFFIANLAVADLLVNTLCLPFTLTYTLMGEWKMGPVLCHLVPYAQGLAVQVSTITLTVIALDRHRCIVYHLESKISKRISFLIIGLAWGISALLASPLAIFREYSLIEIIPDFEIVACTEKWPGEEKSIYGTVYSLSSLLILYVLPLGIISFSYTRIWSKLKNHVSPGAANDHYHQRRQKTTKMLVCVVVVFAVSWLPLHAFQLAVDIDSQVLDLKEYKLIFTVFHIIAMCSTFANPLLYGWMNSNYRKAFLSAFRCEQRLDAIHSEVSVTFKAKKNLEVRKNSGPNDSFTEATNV
# BaF3 tox: parental Ba/F3 cell viability inhibition, counter-screen for JAK2V617F inhibitor project, murine pro-B, CellTiter-Glo luminescence; hit rate 1.1% among 220,000; inhibition, % at 5.6 µM; CellTiter-Glo ATP luminescence; AID 1486, 2009;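 active = inhibition above a per-campaign cutoff, the mean inhibition of all tested compounds plus 3 SD, cut at about 27% in these data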;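 also: 0% = DMSO wells and 100% = JAK Inhibitor I control wells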
# Ba/F3 V617F tox: reduced viability of JAK2V617F-dependent Ba/F3 cells, primary screen, JAK2V617F inhibitor project, cell-based, Ba/F3 EpoR-JAK2V617F, luminescence; ATP luminescence; inhibition, % at 5.6 µM; hit rate 1.1% among 220,000;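 active = inhibition above the campaign mean plus 3 SD over all tested compounds, cut at about 24% in these data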;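 also: cytokine-independent growth of Ba/F3 cells driven by EpoR plus mutant JAK2; 0% = DMSO-treated cells and 100% = JAK inhibitor I control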
# NPY1 pot ag: NPY-Y1 receptor potentiators or agonists, primary screen, cell-based | AID 1304, 2008 | Neuropeptide Y receptor type 1 (Homo sapiens), P25929 | NPY-Y1 expressing cells, potentiator/agonist activation | hit rate 0.37% among 220,000 | activation, % at 3.6 µM; in the data active = activation above about 33%, passing the limit was not always enough;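 also: cells stimulated with NPY at EC10 then isoproterenol at EC100; 0% = low agonist plus stimulus and 100% = saturating agonist plus stimulus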
# Active calls of the source: *; / = no result given; & = joins results of further samples.
SMILES,RBBP9 inh,NPY Y1 blocker,Runt-CBFb FRET,S1P4 ag,S1P4 antag,NPY-Y2 PAM-ag,BaF3 tox,Ba/F3 V617F tox,NPY1 pot ag
CC(C)Cn1c(=O)c2ccccc2n2c(SCC(=O)N3c4ccccc4CC3C)nnc12 (configuration not stated),-2,1,0,-1.7,-9,8,-1,-4,-1
CC(=O)Nc1ccc(NC(=O)C2CCN(c3c(Cc4ccccc4)c(C)nc4ncnn34)CC2)cc1,-1,3,/,-0.1,5,-24,3,4,-11
Cc1ccc([N+](=O)[O-])cc1NC(=S)NC(=O)CC(C)(C)C,-2,-2,0,1.3,-6,7,4,-5,5
Cc1cc(=O)[nH]c(N/N=C/c2ccc([N+](=O)[O-])cc2)n1,-3,-3,2,-0.1,-9,-2,9,4,-6
Cc1c(C(=O)O)sc2nc(CSc3nnc(-c4ccc(F)cc4)n3C)[nH]c(=O)c12,-8,1,-10,0.0,-6,6,10,4,8
CCCCCCCn1c(C)nnc1-c1cnn(C)c1N,-3,0,-1,1.5,-7,6,6,3,-6
O=C(NN1CCOCC1)c1cn(-c2ccccc2)nc1-c1cccs1,-1,/,2,-0.7,3,0,0,-4,-8
COc1ccc(C(=O)NNC2=NC(C)(C)Cc3ccccc32)cc1,1,2,0,-0.2,2,-2,0,-4,-1
COc1ccc(S(=O)(=O)N(Cc2ccccc2)Cc2nc(-c3ccccc3)no2)cc1,-2,41*,-1,0.3,-6,2,-2,-3,-31
COc1cc(-c2ccc(=O)[nH]n2)ccc1OC(F)F,-7,16,0,-1.3,-5,-47,-7,-2,-20
O=C(CCCOc1ccc(Cl)cc1Cl)NCc1ccncc1,1,6,1,-0.3,0,-7,3,-3,-23
Cn1c(=O)[nH]c(=O)c2c1nc(N/N=C/c1cccnc1)n2Cc1ccc(Cl)cc1,-4,/,-1,-0.7,3,0,1,0,2
CC(Sc1nnc(Nc2ccccc2)s1)C(=O)NC1CCCc2ccccc21 (configuration not stated),-10,8,2,-0.4,4,-10,7,-2,-4
CC1=NN(c2ccccc2)C(=O)C1C(=O)c1ccccc1 (configuration not stated),-8,0,-1,2.2,-3,9,6,-1,-12
S=C1NCCOCCOCCOCCOCCNC(=S)N2CCOCCOCCN1CCOCC2,-3,3,-4,0.3,-12,8,5,-2,25

# Records listed so far shown as hits in NPY Y1 blocker:
mol,RBBP9 inh,NPY Y1 blocker,Runt-CBFb FRET,S1P4 ag,S1P4 antag,NPY-Y2 PAM-ag,NPY1 pot ag
COc1ccc(S(=O)(=O)N(Cc2ccccc2)Cc2nc(-c3ccccc3)no2)cc1,-2,41*,-1,0.3,-6,2,-31

# The listing picks up; the 4 compounds before the break are reprinted first.
SMILES,RBBP9 inh,NPY Y1 blocker,Runt-CBFb FRET,S1P4 ag,S1P4 antag,NPY-Y2 PAM-ag,BaF3 tox,Ba/F3 V617F tox,NPY1 pot ag
Cn1c(=O)[nH]c(=O)c2c1nc(N/N=C/c1cccnc1)n2Cc1ccc(Cl)cc1,-4,/,-1,-0.7,3,0,1,0,2
CC(Sc1nnc(Nc2ccccc2)s1)C(=O)NC1CCCc2ccccc21 (configuration not stated),-10,8,2,-0.4,4,-10,7,-2,-4
CC1=NN(c2ccccc2)C(=O)C1C(=O)c1ccccc1 (configuration not stated),-8,0,-1,2.2,-3,9,6,-1,-12
S=C1NCCOCCOCCOCCOCCNC(=S)N2CCOCCOCCN1CCOCC2,-3,3,-4,0.3,-12,8,5,-2,25
O=C(Oc1ccccc1N1C(=O)C2CCCCC2C1=O)c1ccc(Cl)cc1 (configuration not stated),-8,0,0,-2.0,-8,4,4,-5,-16
COc1ccc(-c2nnc(SCC(=O)NNC(=O)Cc3ccccc3)n2C)cc1OC,-4,6,0,-0.6,6,-4,3,0,-2
CCOC(=O)C1CCN(Cc2ccc(OC)cc2OC)CC1,-4,1,1,1.1,-16,12,3,-4,19
COc1cc(C(Nc2ccccn2)c2ccc3ccc(C)nc3c2O)cc(OC)c1O (configuration not stated),7,-2,11,2.6,13,0,0,2,8
Cc1ccc(C)c(N2CCN(CC(=O)Nc3ccc([N+](=O)[O-])cc3C(=O)Nc3ccccc3F)CC2)c1,6,2,0,-0.4,-2,-7,8,2,12
Cc1ccc(S(=O)(=O)N2CCN(C(=O)CSc3nnc(C)c(=O)[nH]3)CC2)cc1,-7,4,2,-1.0,-6,-2,0,-2,-2
CCCn1cc(CN2CCC(Cc3cccc(F)c3)(C(=O)OCC)CC2)c(C)n1,2,/,0,0.5,-15,-7,0,-1,-11
CC(C)(C)NS(=O)(=O)c1ccc(NS(=O)(=O)Cc2ccccc2)cc1,1,2,2,1.5,6,10,6,0,7
CC(=O)Nc1cccc(C(=O)Nc2ccccc2C(=O)O)c1,4,8,-2,0.3,0,-4,10,3,-12
COc1ccc(-c2c3c(=O)n(C)c(=O)n(C)c3cn2-c2cc(OC)ccc2OC)cc1,-6,21*,-3,-0.2,-1,-25,6,-1,-22
CN(CC(=O)NC1CCCCCC1)S(=O)(=O)c1ccccc1,-5,4,1,-1.6,-17,2,3,3,6
Cc1cc(C)n(C(=O)c2ccc(NC(=O)CC(C)C)cc2)n1,1,2,0,-2.2,-14,1,3,-5,-8
Cc1ccc[n+](-c2nc3ccccc3nc2C(=C=[N-])C#N)c1,-18&-6,4,-16&2,0.3&-0.3,-3&-5,-15&1,0&2,4&2,-1&16
CCOC(=O)N1CCN(C(=O)c2cc3cc(Br)ccc3oc2=O)CC1,2,13,0,-3.0,-3,-8,3,-2,2
CCn1c(CNC(=O)c2ccccc2F)nnc1SCc1nc2ccccc2c(=O)[nH]1,-12,1,1,1.3,0,-7,2,-3,8
O=C(O)CC(c1ccccc1)n1cnnn1 (configuration not stated),1,7,0,-1.1,-9,4,2,-1,5
C=CCC1(C#N)C(=S)NC(C)=C(C(=O)OCC)C1c1ccccc1 (configuration not stated),-8,/,2,0.4,17,-26,3,2,-6
COc1ccccc1-c1ccc(/C=N/O)o1,-7,/,0,-0.7,-6,2,1,1,-1
CCc1ccc(CCC(=O)Nc2ccc(C)c(C)c2)o1,-6,4,1,0.3,0,-17,5,1,-8
CCn1ccc2cc(OC)ccc2c1=S,1,0,-1,1.1,-4,7,4,0,1
CCCCC(C)(O)C/C=C/[C@H]1[C@H](O)CC(=O)[C@@H]1CCCCCCC(=O)OC (some centres not stated),9,106*,0,1.7,-21,-6,4,4,-95
O=C1C2C(c3ccccc3)C=CC(c3ccccc3)C2C(=O)N1CCCO (configuration not stated),-2,-2,-1,0.5,0,-13,8,4,4
COc1ccccc1NC(=O)c1cnc(Nc2ccccc2OC)c2ccccc12,-4,9,3,2.4,-5,2,83*,85*,-40
COc1cccc(Sc2ccccc2/C=N/NC(N)=O)c1,2,-3,2,0.9,2,4,7,3,25
CCCCCCCCCn1c2c(c(=N)c3c1CCC3)CCCC2,3,58*,2,1.2,-15,-40,93*,102*,-78
COc1ccc(C(C(=O)NC2CCCCC2)N(Cc2cccs2)C(=O)Cc2c[nH]c3ccccc23)cc1 (configuration not stated),-9,1,/,1.9,1,12,7,2,34
Cn1nc(CC(=O)NCc2ccc(C(F)(F)F)cc2)c2ccccc2c1=O,-2,1,-2,-1.0,-6,19,11,5,1
O=C(Nc1ccc(-n2cnnn2)cc1)C1CCCN1C(=O)NC1CCCCC1 (configuration not stated),-4,2,-2,0.2,-27,-15,1,-2,-21
Cc1cc(NC(=O)CO/N=C/c2ccc3c(c2)OCO3)ccc1Br,5,0,0,1.1,-5,-4,10,0,-3
COc1ccccc1CNC(=O)C(NC(=O)c1ccc(C)cc1)C(C)C (configuration not stated),-9,-1,-2,-2.6,0,-13,4,3,-4

# Entries shown so far with a furan ring, fused or not:
SMILES,RBBP9 inh,NPY Y1 blocker,Runt-CBFb FRET,S1P4 ag,S1P4 antag,NPY-Y2 PAM-ag,BaF3 tox,Ba/F3 V617F tox,NPY1 pot ag
COc1ccccc1-c1ccc(/C=N/O)o1,-7,/,0,-0.7,-6,2,1,1,-1
CCc1ccc(CCC(=O)Nc2ccc(C)c(C)c2)o1,-6,4,1,0.3,0,-17,5,1,-8

# Back to the main list with the 2 entries that preceded the break.
SMILES,RBBP9 inh,NPY Y1 blocker,Runt-CBFb FRET,S1P4 ag,S1P4 antag,NPY-Y2 PAM-ag,BaF3 tox,Ba/F3 V617F tox,NPY1 pot ag
Cc1cc(NC(=O)CO/N=C/c2ccc3c(c2)OCO3)ccc1Br,5,0,0,1.1,-5,-4,10,0,-3
COc1ccccc1CNC(=O)C(NC(=O)c1ccc(C)cc1)C(C)C (configuration not stated),-9,-1,-2,-2.6,0,-13,4,3,-4
COc1cc(NC(=O)c2cc(OC)c(OC)c(OC)c2)c(OC)cc1NC(=O)CN1CCCCC1,-4,3,-2,-1.3,-6,-28,12,8,-19
CCOc1ccccc1NC(=O)c1ccc(S(=O)(=O)N2CCOCC2)cc1,-1,4,3,0.6,4,-15,3,-3,3
Oc1ccccc1-c1cc(C(F)(F)C(F)F)[nH]n1,-4,-8,3,0.3,-10,1,2,-3,30
Cc1cc(NC(=O)CSc2nnc(-c3ccco3)n2Cc2ccccc2)no1,-4,-2,2,0.9,2,-11,4,-2,-5
C[N+]1(CC(=O)OC2CCCCCCCCCCC2)CCCC1,-11,7,/,0.0,0,0,72*,73*,2
COC1(OC)C(/C=C/c2ccc(Cl)cc2)C(C#N)(C#N)C1(OC)OC (configuration not stated),2,1,-1,5.7,20,-4,13,81*,-15
COc1cccc2cc(/C(=N/O)c3ccc(Br)cc3)oc12,-11,1,-2,3.0,3,-2,1,-2,-12
CN1C(=O)c2ccccc2OC1(C)Cc1ccccc1 (configuration not stated),1,0,0,-1.7,-6,-15,5,-2,-16
CCCCNC(=S)N/N=C/c1cc(C)ccc1C,5,5,-3,-1.6,8,-9,-5,-6,-5
CCn1c(COc2ccccc2)nnc1SCC(=O)C(C)(C)C,-6,-2,0,1.1,11,0,-1,-3,3

# Compound activity deposited in PubChem BioAssay by several laboratories.
